Screening data deposited in PubChem by National Center for Advancing Translational Sciences (NCATS).
A549 tox – A549 cytotoxicity, counter-screen for Nrf2 inhibitors. A549 ARE-Fluc cells, CellTiter-Fluor viability, 18-24 h. Potency, µM (titrated, usually from 46 µM), without a hit: top-dose activity change, negative = cytotoxicity, usual class: inhibitors. hit rate 0.16% among 390,000. AID 504648; note: potency is the fitted concentration of half-maximal effect; % is set by controls: 0 for no effect and ±100 for the full control effect
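A549 ARE_Fluc cells in 5% FBS OPTI-MEM were exposed to compounds in concentration-response for 18-24 h at 37 deg C. Viability was read by CellTiter-Fluor fluorescence (Ex 405/Em 525) after 30 min, before the luciferase read.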
IL2 activator – activates IL-2 in a cell-based reporter assay; IL-2 activation reporter assay, cell-based qHTS; stimulated with anti-CD3/CD4/CD28 beads; in transgenic mouse T cells; activation, % (series mostly up to about 46 µM); hit rate 0.065% among 360,000; AID 652025; in the data active = activation above about 50%; inconclusive = mostly about 30% to 49%; note: 0% is about no effect
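Screening format: compound pinned onto unstimulated transgenic mouse T cells, 60 min incubation, then anti-CD3/anti-CD4/anti-CD28 bead stimulation for 18 hours at 37 degrees C, followed by EGFP and DsRed detection.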
ATXN2 expr inh – inhibitors of ATXN2 expression; HEK-293 ATXN2-luciferase reporter, luminescence, 24 h; Potency, µM (titrated, usually from 57 µM), for inactives: at the top dose activity change, negative = inhibition, usual class: inhibitors; hit rate 0.72% among 360,000; AID 1745845; note: potency is the fitted concentration of half-maximal effect; % is set by controls: 0 for no effect and ±100 for the full control effect; nearly all actives have a fitted effect of over 55% in size
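qHTS (up to 57 uM final) was run with 24 h compound exposure of reporter cells at 37 °C. Each well was multiplexed: SteadyGlo luminescence measured ATXN2-luciferase expression after a fluorogenic Gly-Phe-AFC viability readout (25 uM final).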
HepG2 viability – kills HepG2 cells in TGF-b inhibitor counter-screen; AID 588856; Potency, µM (top dose mostly 46.1 µM), for the others: at the top dose activity change, negative = cytotoxicity, hits mostly cytotoxic; hit rate 0.76% among 410,000; HepG2 CAGA-GFP viability, ATP luminescence, 18 h; note: potency is the fitted concentration of half-maximal effect; some results filed as inactive show a strong effect at the top dose
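CellTiter-Glo luminescence gave cytotoxicity after 18 hours at 37 degrees C. The cells were HepG2 CAGA-GFP in 1% FBS DMEM, stimulated with 500 pg/mL TGF-beta after compound addition. %Activity was normalised to no-cell wells (complete cell-killing) and DMSO (no toxicity), and curves were fitted and classified.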
TGFb inhibitor – inhibitors of TGF-b signaling; HepG2 CAGA-GFP TGF-b/SMAD3 reporter, GFP fluorescence, 18 h; TGF-beta stimulated, 500 pg/mL final; Potency, µM (doses to about 46.1 µM), for inactives: at the highest dose activity, negative = inhibition, most hits filed as inhibitors; hit rate 1.2% among 410,000; AID 588855; note: potency is the fitted concentration of half-maximal effect; % is set by controls: 0 for no effect and ±100 for the full control effect; nearly all actives have a fitted effect of over 65% in size
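HEPG2 CAGA-GFP cells (1000/well, DMEM with 1% FBS) were pre-incubated 2 h at 37 degrees C, given compound by pin tool, then stimulated with TGF-beta at 500 pg/mL final for 18 h before per-cell GFP fluorescence imaging.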
S2 tox – reduces viability in counter-screen for ATXN expression inhibitors; S2 cells (HEK-293 line with an ATXN2-luciferase reporter) viability, CellTiter-Fluor protease fluorescence, 24 h; Potency, µM (highest dose often 56.7 µM), most hits filed as cytotoxic; hit rate 0.49% among 400,000; note: potency is the fitted concentration of half-maximal effect; nearly all actives have a fitted effect of over 40% in size
Nrf2 block – Nrf2 pathway inhibition | A549 ARE-Fluc reporter, luciferase luminescence, 18-24 h | hit rate 2.1% among 360,000 | Potency, µM (titrated, usually from 46 µM), inactives show at the highest dose activity change, negative = inhibition, usual class: inhibitors; note: potency is the fitted concentration of half-maximal effect; % is set by controls: 0 for no effect and ±100 for the full control effect; nearly all actives have a fitted effect of over 60% in size
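A549 ARE_Fluc cells, 5000/well, 5% FBS OPTI-MEM; compounds in dose-response, 18-24 h at 37 °C/5% CO2; CellTiter-Fluor viability read (Ex 405/Em 525), then BugLite luciferase luminescence = Nrf2 activity.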
Nrf2 ARE act – Nrf2 pathway activation | AREc32 ARE-luciferase reporter (MCF7-derived line), luminescence, 24 h | Potency, µM (titrated, usually from 46.1 µM), for the others: at the highest dose activation, hits mostly activators | hit rate 0.31% among 410,000; note: potency is the fitted concentration of half-maximal effect; % of control where 0% means no effect; nearly all actives have a fitted effect of over 65% in size
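AREc32_Fluc, 1000 cells/well, OPTI-MEM + 5% FBS, o/n 37 deg C 5% CO2; 23 nL cpd by pin tool, 24 hr; Steady-Glo 30 min RT, luminescence.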
EPAC2 agonist – agonists of human EPAC2 (RAPGEF4); Q8WZA2; EPAC2 activation, biochemical qHTS; response scale: 100% = 6.5 mM cAMP response; Potency, µM (highest dose often 154 µM), for the others: at the top dose activation, usual class: activators; hit rate 0.079% among 360,000; AID 720711; note: potency is the fitted concentration of half-maximal effect; nearly all actives have a fitted effect of over 50% in size
Target sequence (Q8WZA2 whole entry, looked up): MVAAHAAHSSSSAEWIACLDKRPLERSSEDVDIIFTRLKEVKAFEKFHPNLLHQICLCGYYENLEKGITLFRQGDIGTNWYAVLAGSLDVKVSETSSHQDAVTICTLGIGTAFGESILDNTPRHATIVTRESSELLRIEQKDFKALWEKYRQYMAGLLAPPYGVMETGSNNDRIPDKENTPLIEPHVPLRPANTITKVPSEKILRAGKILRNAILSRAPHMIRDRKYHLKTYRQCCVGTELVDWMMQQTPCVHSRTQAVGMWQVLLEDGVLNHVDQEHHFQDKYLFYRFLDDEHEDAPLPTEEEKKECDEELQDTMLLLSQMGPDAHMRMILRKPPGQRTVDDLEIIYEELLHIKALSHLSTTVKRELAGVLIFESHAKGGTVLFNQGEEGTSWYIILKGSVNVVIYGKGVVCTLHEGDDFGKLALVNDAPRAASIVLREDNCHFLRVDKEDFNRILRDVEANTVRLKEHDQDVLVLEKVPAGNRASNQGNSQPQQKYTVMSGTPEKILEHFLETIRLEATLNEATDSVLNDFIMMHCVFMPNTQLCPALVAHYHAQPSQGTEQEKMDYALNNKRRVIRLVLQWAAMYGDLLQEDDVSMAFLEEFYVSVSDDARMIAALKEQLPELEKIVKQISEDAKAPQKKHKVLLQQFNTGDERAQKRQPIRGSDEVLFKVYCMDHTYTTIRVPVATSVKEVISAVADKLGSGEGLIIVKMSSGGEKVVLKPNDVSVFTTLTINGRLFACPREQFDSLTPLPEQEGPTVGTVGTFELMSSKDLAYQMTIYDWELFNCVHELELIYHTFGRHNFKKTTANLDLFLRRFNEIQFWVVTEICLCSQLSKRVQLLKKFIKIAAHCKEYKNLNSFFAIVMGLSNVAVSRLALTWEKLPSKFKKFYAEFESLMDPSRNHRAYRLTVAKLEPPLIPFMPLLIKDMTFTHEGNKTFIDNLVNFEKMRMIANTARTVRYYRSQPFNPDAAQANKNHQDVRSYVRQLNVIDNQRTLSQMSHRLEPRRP
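Compounds were titrated in qHTS against a Rap1B-BODIPY-GDP (250 nM) complex with EPAC2 (100 nM) and GDP (50 uM). BODIPY-GDP release tracked at 480/540 nm over 30 min at room temperature, normalized to 6.5 mM cAMP.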
The depositor's hits bear a star; i = inactive; ? = inconclusive; . = no result given; [ ] = remark or other dose. Unless noted, calls come from the whole dose curve; as a rule, active = well fitted curve in the direction sought with a large enough effect; inconclusive = small, poorly fitted or top-dose-only effect, or another doubt; inactive = no such curve, though single readings can be large; an effect the other way counts as inactive or inconclusive.

Results follow in this order: A549 tox, IL2 activator, ATXN2 expr inh, HepG2 viability, TGFb inhibitor, S2 tox, Nrf2 block, Nrf2 ARE act, EPAC2 agonist
Cc1ccc(C)c(C(=O)COC(=O)c2cc([N+](=O)[O-])ccc2NCCO)c1
 : -15.3%, -0.8, -7.5%, -16.4%, 9.6%, ?, ?, ?, 3.2%
COCCOc1cc(Nc2nnc(C(F)(F)F)s2)c(Cl)cc1Cl
 : -10.2%, 2.4, -31.0%, -24.8%, ?, i, ?, 1.6%, 3.7%
Cc1cccc(NS(=O)(=O)c2cccs2)n1
 : 1.5%, 0.2, -5.4%, -1.0%, 0.4%, i, 5.1%, 0.2%, 2.9%
CCCCOC(=O)Cn1c(=N)n(CCC)c2ccccc21
 : 1.1%, 0.2, 5.9%, -20.2%, -9.6%, i, ., 0.3%, -16.0%
COc1ccccc1C(=O)Nc1nc(-c2ccc(S(=O)(=O)N3CCOCC3)cc2)cs1
 : -28.0%, -1.7, 14.1µM*, -23.2%, -6.9%, ?, 5.17µM*, -0.9%, 8.8%
C#CC(C)(CC)NC(=O)c1cc(OC)c(OC)c(OC)c1 (configuration not stated)
 : -0.6%, -3.4, 7.0%, -8.0%, 16.2%, i, 4.9%, 0.1%, 5.3%
O=C(C1CCN(S(=O)(=O)c2cnc[nH]2)CC1)N(CCc1ccccc1)Cc1ccccc1
 : 2.0%, 0.9, ., -25.2%, -17.2%, i, 9.3%, -0.1%, 4.7%
CSCCC(NC(=O)c1ccco1)C(=O)OCC(=O)N(Cc1ccccc1)C(C)(C)C (configuration not stated)
 : -1.6%, 0.4, 9.1%, -45.8%, -11.6%, i, 16.7%, -0.7%, 1.8%
COC(=O)c1nn(-c2ccccc2)c(=O)cc1Sc1ccc(Cl)cc1
 : 3.5%, -0.3, 0.2%, 5.6%, 4.1%, i, 1.3%, 0.2%, 11.9%
O=C(O)c1cc(-c2ccc3ccccc3c2)nc2ccc(F)cc12
 : -4.9%, -3.0, 59.1%[activator], -34.6%, -14.9%, i, ?, -1.0%, 0.3%
Cc1ccccc1CCNC(=O)C1CCC(=O)N(CCc2cccc(F)c2)C1 (configuration not stated)
 : -11.0%, -3.0, 20.1%, -4.2%, -3.7%, i, 17.0%, -0.6%, 9.1%
CCc1ccc(C(=O)Nc2cccc(-c3nc4cc(C(C)C)ccc4o3)c2)cc1
 : 9.2%, ., 33.3%[activator], -6.6%, -0.5%, i, ?, 0.8%, .
NC(=O)CCCn1c(C(=O)c2ccc(Cl)cc2)c2ccc(C(F)(F)F)cc2[n+]1[O-]
 : -0.7%, -0.8, 7.0%, -15.9%, -1.2%, ?, 0.6%, 5.4%, -1.2%
CC(NC(=O)Cn1cnnn1)C12CC3CC(CC(C3)C1)C2 (configuration not stated)
 : -5.1%, -2.8, 36.9%, 0.6%, 3.0%, i, 16.6%, -0.4%, -6.2%
CNC(=O)COc1ccc(S(=O)(=O)Nc2ccc(OC)cc2)cc1
 : 0.3%, -0.9, -4.0%, -5.6%, 0.4%, i, -5.7%, 0.2%, 11.1%
COc1ccc2c(c1)CC(C(=O)NCCN1CCN(c3ccccc3F)CC1)CO2 (configuration not stated)
 : 7.1%, ., -8.1%, -3.8%, -0.7%, i, ., 0.7%, .
CCOC(=O)c1ccc(NS(=O)(=O)c2c(C)[nH]c(C)c2C(=O)N2CCCCC2)cc1
 : 4.2%, -2.9, -4.8%, -11.2%, 11.4%, i, 13.2%, -0.1%, 1.6%
Cc1cccc(/C=C/C(=O)c2ccc([N+](=O)[O-])o2)c1
 : ?, -0.6, 10µM*, 10µM*, 2.24µM*, 10µM*, ?, ?, -0.7%
CCN(CC)CCCN1C(=O)C(O)=C(C(=O)c2cc3ccccc3o2)C1c1ccccn1 (configuration not stated)
 : -17.5%, -0.6, 5.2%, -1.0%, -0.7%, i, 13.6%, -0.6%, 1.0%
O=C(CSc1nc2ccccc2c(=O)n1-c1ccc(F)cc1)NC1CC1
 : -12.7%, 1.5, 2.1%, 9.3%, 3.7%, ?, 7.7%, 0.1%, 2.6%
Cc1ccccc1-c1nc2cc(N)ccc2o1
 : 2.2%, -0.3, 59.6%[activator], 3.9%, -8.5%, i, ?, 2.6%, 7.5%
O=C(O)c1ccccc1/C=N/NC(=O)C1CCCCC1
 : 0.0%, 0.9, ., -6.6%, -1.4%, i, 0.0%, -0.1%, 4.3%
Cc1cc(C)cc(OCC(O)Cn2nc(C)cc2C)c1 (configuration not stated)
 : -1.0%, 3.0, -6.1%, 4.5%, 11.9%, i, -2.5%, 0.0%, 6.4%
COc1ccc(CCNC(=O)c2ccc3c(SCC(=O)O)c4c(nc3c2)CCCC4)cc1OC
 : 1.2%, 0.3, -22.4%, -59.6%, -11.2%, i, -1.3%, 0.4%, 12.5%
CC[C@]12c3[nH]c4cc(CCC(=O)N(C)C)ccc4c3CCN1C(=O)[C@@H](CC(=O)NCCCn1ccnc1)C[C@@H]2C(=O)N1CCN(C(=O)c2ccco2)CC1
 : 0.0%, 0.3, 3.9%, 6.6%, 2.1%, i, 1.6%, 0.4%, 6.5%
CN1CCN(CCCCOc2ccc(F)cc2)CC1
 : 8.3%, 0.5, -0.9%, 9.0%, -12.0%, i, 17.3%, -0.6%, 3.0%
COc1ccc(CCNC(=O)c2cc(-c3cccs3)on2)cc1OC
 : -5.9%, -4.1, ?, -19.8%, -10.5%, i, ., 9.8%, -7.3%
O=C(CSc1nnc2c(Cl)cc(Cl)cn12)NC1CCS(=O)(=O)C1 (configuration not stated)
 : -0.4%, 1.7, 9.4%, 5.7%, 2.1%, i, 10.5%, -0.5%, 5.7%
Cc1cn([C@H]2C[C@H](O)[C@@H](CNC(=O)[C@H](N)C3CC3)O2)c(=O)[nH]c1=O
 : ., 2.8, 1.4%, -6.9%, 8.3%, i, ., -0.7%, 13.7%
Cc1cccc(NC(=O)NCCN2C(=O)C3C4C=CC(C4)C3C2=O)c1 (configuration not stated)
 : 0.3%, -1.2, 19.2%, -8.6%, 13.2%, i, 6.8%, 0.3%, 8.5%
O=C(CCn1c(=O)sc2ccccc21)NC1CCCCC1
 : 2.3%, 0.0, 0.0%, 8.1%, -1.6%, i, ?, 0.0%, -6.9%
O=C(NCSc1ccncn1)c1ccccc1
 : -8.4%, -5.1, -3.6%, 0.9%, -22.7%, i, 5.4%, -0.8%, 1.4%
N#CCCN1CCN(C(CNS(=O)(=O)c2ccc(Cl)cc2)c2ccccc2)CC1 (configuration not stated)
 : -10.2%, 0.4, 3.2%, -9.7%, -18.7%, i, -17.3%, 2.3%, 7.6%
Cc1cccc(OCCOCCSc2ncccn2)c1
 : 1.5%, 0.0, 10.8%, 0.1%, 16.4%, i, ?, 6.4%, 9.9%
COc1cc(-c2nc3ccccc3c(=O)n2N)cc(OC)c1OC
 : -13.2%, -2.3, ., 2.2%, -10.5%, i, 5.2%, 0.7%, 9.9%
COc1ccc(CCNc2cc(C)nc3c(-c4ccc(Cl)cc4)c(C)nn23)cc1OC
 : -19.9%, -0.1, -21.1%, -33.8%, -29.4%, i, 15.5%, 0.3%, 1.0%
CC(=O)N1CCN(c2ccc(NC(=O)c3cccc(F)c3)cc2)CC1
 : ., -1.6, ., 0.8%, -3.5%, ., ., 0.0%, 7.2%
O=C(COC(=O)c1c[nH]c2ccccc12)Nc1cccc(F)c1
 : 2.8%, 0.4, -8.7%, -27.2%, -22.4%, i, 2.4%, 2.7%, 12.1%
Cc1ccc(N2CC3=C(C2=O)C(c2ccccc2)NC(=O)N3C)cc1 (configuration not stated)
 : 10.0%, -1.0, 1.0%, 7.3%, 10.7%, i, ., 0.4%, 3.9%
Cn1c(CNC(=O)c2ccco2)nnc1SCC(=O)Nc1ccccc1Cl
 : 3.8%, -0.7, -23.1%, -2.9%, -2.2%, i, 9.4%, -0.3%, 13.6%
COc1cccc(C(=O)/C=C/Nc2ccc(NC(C)=O)cc2)c1
 : -13.7%, -2.5, 44.5%[activator], -4.3%, 1.1%, i, 11.0%, 5.0%, -8.3%
CCCCCCCC/C=C\CCCCCCCC(=O)NCCO
 : -13.0%, 0.8, 4.3%, -7.9%, -21.2%, i, -10.4%, -1.2%, -20.2%
O=C(COc1ccc(F)cc1Br)NCc1ccccn1
 : -3.3%, 0.3, 43.1%[activator], 11.8%, -2.1%, i, 19.3%, 2.2%, 2.2%
CCCCn1c(N)c(N(CCOC)C(=O)c2ccc3c(c2)C(=O)N(c2ccccc2Cl)C3=O)c(=O)[nH]c1=O
 : 3.5%, 0.9, ., 41.0%, 27.4%, i, -3.3%, 0.3%, 2.7%
CSc1nc2nc(C)c(C/C=C/c3ccccc3)c(=O)n2[nH]1
 : 4.1%, 3.6, -23.9%, 9.3%, 4.6%, i, -11.7%, 0.4%, -2.5%
O=C(Nc1ccc(Cl)cc1Cl)C1CCCO1 (configuration not stated)
 : -4.0%, 3.4, 11.2%, 3.3%, -9.1%, ?, -2.0%, 0.0%, 0.6%
CC(C)=CC(=O)Nc1ccc2c(c1)OCO2
 : 7.3%[1.84 µM], 0.0, -15.2%, -30.9%, 1.3%, i, ?, -0.3%, 8.9%
COc1ccccc1N1CCN(/N=C/c2cc(OC)c(OC)c(OC)c2)CC1
 : 5.3%, 0.1, 21.2%, -5.6%, -10.7%, i, -3.6%, 2.0%, 13.6%
Cc1ccc(CN(C)C(=O)CCNC(=O)c2ccc(Cl)cc2)o1
 : ., -1.0, ., -18.1%, 0.0%, i, ., -1.0%, 6.2%
CC(C)c1ccc(C(C(=O)NC2CCCC2)N(C(=O)c2csnn2)C2CC2)cc1 (configuration not stated)
 : 3.3%, 3.8, 6.3%, 2.8%, 2.5%, i, -7.0%, 2.9%, 1.5%
